Screening results deposited in PubChem BioAssay by National Center for Advancing Translational Sciences (NCATS).
HCV inh: HCV inhibition | Huh7.5.1 HCVcc-Cre infection, luciferase reporter, 44 h | Potency, µM (series often up to 41.8 µM), without a hit: at the top dose activity change, negative = inhibition, hits mostly inhibitors | actives 3.4% (n = 340,000) | AID 651820; further: potency means the concentration at half of the fitted maximal effect
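Whole-lifecycle infectious HCVcc-Cre system; cells 1,000/well, compound then virus (~0.5 moi) added 4 h after plating, 44 h culture. Luciferase read 15 sec following 15 min substrate incubation, room temp.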
TbPYK inhibitor: blocks Trypanosoma brucei pyruvate kinase. Potency, µM (titrated, usually from 76.8 µM), without a hit: at the highest dose activity, negative = inhibition, actives largely listed as inhibitors. actives 0.12% (n = 410,000). TbPYK enzyme, Kinase-Glo Plus ATP luminescence, 45 min; further: potency means the concentration at half of the fitted maximal effect; nearly all actives have a fitted effect of over 50% in size
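In this concentration-response screen, enzyme-free wells defined baseline while DMSO plates tracked drift. Each reaction combined TbPYK, substrate, compound and 130 uM ADP for 45 min at room temperature. Kinase-Glo Plus luminescence gave the signal.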
HCMV inh: blocks human cytomegalovirus replication; HFF cells, HCMV-luciferase reporter, 72 h; hits give low values; activity change, negative = inhibition, % at 57.5 µM; actives 4.5% (n = 410,000); AID 1259415; in the data active means activity change below about -60%; inconclusive means no clear call, values can overlap the other calls; inactive means above about -39%
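Inhibition of viral replication was scored as loss of reporter luminescence in HFFs infected with HCMV-luciferase (MOI 1 PFU/cell) for 72 h; compounds tested at 2 doses, normalized to buffer and Salinomycin controls.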
AMA1-RON2 inh: inhibitors of Plasmodium falciparum AMA1-RON2 interaction; Potency, µM (top dose mostly 58.2 µM), for the others: at the highest dose activity change, negative = inhibition, hits mostly inhibitors; actives 0.2% (n = 360,000); AlphaScreen AMA1-biotinylated RON2 peptide binding;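 further: potency means the concentration at half of the fitted maximal effect; 0% = vehicle wells and -100% = peptide control; nearly all actives have a fitted effect of over 45% in size; some results filed as inactive show a strong effect at the top dose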
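AMA1 (3D7) with his tag at 25 nM final met compounds first, then biotinylated RON2 peptide at 25 nM; detection used donor plus acceptor beads, 10 µg/mL apiece, read by AlphaScreen after 30 min at room temperature.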
LmPK inh: LmPK (Leishmania mexicana) enzyme inhibition; Q27686; purified LmPK, Kinase-Glo ATP luminescence, 1 h; Potency, µM (doses to about 57.5 µM), without a hit: at the top dose activity change, negative = inhibition, hits mostly inhibitors; actives 0.37% (n = 290,000); AID 1721; further: potency means the concentration at half of the fitted maximal effect
Target sequence (Q27686 whole entry, looked up): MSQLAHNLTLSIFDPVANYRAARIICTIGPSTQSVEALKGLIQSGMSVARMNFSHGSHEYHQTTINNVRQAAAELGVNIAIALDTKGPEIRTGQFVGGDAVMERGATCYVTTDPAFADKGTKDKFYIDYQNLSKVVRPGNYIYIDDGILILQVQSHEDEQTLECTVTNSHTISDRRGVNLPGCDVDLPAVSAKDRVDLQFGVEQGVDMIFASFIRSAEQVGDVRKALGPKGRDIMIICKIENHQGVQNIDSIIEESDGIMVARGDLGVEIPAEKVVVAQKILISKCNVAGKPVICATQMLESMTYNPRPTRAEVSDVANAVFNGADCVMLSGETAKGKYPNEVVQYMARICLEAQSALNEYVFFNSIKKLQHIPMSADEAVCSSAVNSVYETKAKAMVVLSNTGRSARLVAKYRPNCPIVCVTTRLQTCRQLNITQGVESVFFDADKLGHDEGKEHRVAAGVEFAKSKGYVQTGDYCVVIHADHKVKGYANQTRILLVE
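qHTS format; LmPK 0.1 nM; substrates PEP 0.5 mM and ADP 0.1 mM. One-hour room-temperature incubation, then coupled luciferase luminescence; 0.5 nM enzyme wells mark activation.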
AmpC inh detg: blocks E. coli AmpC beta-lactamase in detergent assay; P00811; Potency, µM (top dose mostly 114 µM), inactives show at the highest dose activity change, negative = inhibition, hits mostly inhibitors; actives 0.041% (n = 370,000); AmpC hydrolysis of nitrocefin, absorbance 480 nm, 0.01% Triton;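 further: potency means the concentration at half of the fitted maximal effect; 0% = no-compound wells and -100% = no-enzyme wells; nearly all actives have a fitted effect of over 25% in size; some results filed as inactive show a strong effect at the top dose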
Target sequence (P00811 whole entry, looked up): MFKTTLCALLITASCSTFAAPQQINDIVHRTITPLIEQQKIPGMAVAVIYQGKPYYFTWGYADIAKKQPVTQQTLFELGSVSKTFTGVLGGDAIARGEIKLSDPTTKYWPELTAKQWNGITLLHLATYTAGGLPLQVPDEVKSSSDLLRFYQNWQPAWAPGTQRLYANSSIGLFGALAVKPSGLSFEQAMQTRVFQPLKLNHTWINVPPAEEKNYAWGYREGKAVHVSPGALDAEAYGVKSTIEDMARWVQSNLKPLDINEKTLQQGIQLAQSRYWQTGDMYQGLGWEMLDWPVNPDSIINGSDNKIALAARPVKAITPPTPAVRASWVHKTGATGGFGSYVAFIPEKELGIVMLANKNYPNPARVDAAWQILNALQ
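20 mM phosphate pH 7.0 + 0.01% (detergent screen) or 0.0001% Triton X-100; 5.3 nM AmpC reagent; cpd preinc 15 min RT; nitrocefin (800 uM stock) to start; A480 q20 s × 4 min; Activity was normalised to no-enzyme and no-compound control wells.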
AmpC inh no detg: blocks E. coli AmpC beta-lactamase in detergent-free assay. AID 485341. actives 0.52% (n = 330,000). AmpC nitrocefin hydrolysis, absorbance 480 nm, 0.0001% Triton. Potency, µM (top dose mostly 57.1 µM), for inactives: top-dose activity change, negative = inhibition, usual class: inhibitors;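 further: potency means the concentration at half of the fitted maximal effect; plate controls were no compound for no effect and no enzyme for full effect; nearly all actives have a fitted effect of over 20% in size; some results filed as inactive show a strong effect at the top dose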
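AmpC (5.3 nM in the dispensed reagent) in 20 mM phosphate pH 7.0 with 0.01% (detergent screen) or 0.0001% Triton X-100 was preincubated with compounds for 15 min at room temperature. Nitrocefin was then added from an 800 uM solution, and hydrolysis was followed at 480 nm.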
Numbers without * were called inactive; u = inconclusive; x = no result given; & = joins results of further samples; [ ] = another dose, or the depositor's remark. Unless noted, the call rests on the fitted dose curve; in most records, active means well fitted curve in the direction sought with a large enough effect; inconclusive means small, poorly fitted or top-dose-only effect, or another doubt; inactive means no such curve, though single readings can be large; an effect the other way counts as inactive or inconclusive. Unless noted, on the % scale 0 is the no-effect control and ±100 the full control effect.

canonical_smiles	HCMV inh	HCV inh	LmPK inh	AMA1-RON2 inh	TbPYK inhibitor	AmpC inh detg	AmpC inh no detg
COc1ccc(C(C)=O)cc1COC(=O)CNC(=O)c1ccc(Cl)cc1	17	0%	0%	2%	4%	-4%	-3%
COCCCNc1nc2c(-c3cccc(C)c3)nnn2c2ccccc12	16	u	-1%	16%	-6%	4%	-15%
CCOc1ccc(-c2cn3ccccc3n2)cc1[N+](=O)[O-]	83	u	-8%	-11%	-13%	-11%	-3%
Cc1ccc(S(=O)(=O)N2CCCCC2)cc1C(=O)N(CCc1ccccc1)Cc1ccccc1	u	u	x	-15%	-1%	-12%	-1%
COc1cccc(C2CC(c3ccccc3)Nc3ncnn32)c1 (stereo not drawn)	0	-3%&15%	4%	-3%	-6%	-3%	4%
COC(=O)N1CCCc2cc(C)ccc21	46	23%	-1%	4%	-9%	-1%	-13%
Cc1cc(=O)n2nc(N3CCC(C(=O)Nc4cccc(Cl)c4C)CC3)sc2n1	-17	5%	-2%	-8%	0%	9%	2%
O=C(CN(C(=O)CNC(=O)c1cccs1)c1ccccc1F)NC1CCCC1	-13	-27%	8%	12%	2%	-6%	-1%
O/N=C1\CCCc2ccc(Cl)cc21	-18	-1%	3%	0%	7%	-6%	-40%
O=C(COC(=O)/C=C/c1ccc2c(c1)OCO2)Nc1ccc(S(=O)(=O)N2CCCC2)cc1	-21	u	2%	1%	5%	-2%	-36%
NC(=O)CSc1nnc2ccc(-c3ccc(Cl)cc3)nn12	-36	-1%	0%	-8%	6%	5%	-4%
COc1ccc2c(C)cc3nnnn3c2c1	-8	-4%	0%	62%[activator]	4%	-7%	-12%
CCOc1ccccc1N1CCN(CC(O)COCc2cccs2)CC1 (stereo not drawn)	7	4%	-6%	-20%	14%	1%	-2%
CCOc1ccccc1NC(=O)C1CCCN(S(=O)(=O)c2ccccc2)C1 (stereo not drawn)	-62*	u	-1%	-4%	6%	4%	4%
COc1cccc(OC)c1OCCNCC1CSc2ccccc2O1 (stereo not drawn)	u	u	x	-8%	-8%	x	x

3 entries from above, arranged by number of heavy atoms, descending:
canonical_smiles	HCMV inh	HCV inh	LmPK inh	AMA1-RON2 inh	TbPYK inhibitor	AmpC inh detg	AmpC inh no detg
O=C(COC(=O)/C=C/c1ccc2c(c1)OCO2)Nc1ccc(S(=O)(=O)N2CCCC2)cc1	-21	u	2%	1%	5%	-2%	-36%
CCOc1ccccc1NC(=O)C1CCCN(S(=O)(=O)c2ccccc2)C1 (stereo not drawn)	-62*	u	-1%	-4%	6%	4%	4%
COCCCNc1nc2c(-c3cccc(C)c3)nnn2c2ccccc12	16	u	-1%	16%	-6%	4%	-15%

More results follow.
canonical_smiles	HCMV inh	HCV inh	LmPK inh	AMA1-RON2 inh	TbPYK inhibitor	AmpC inh detg	AmpC inh no detg
CCCN(CC(=O)Nc1cccc(S(N)(=O)=O)c1)CC(=O)Nc1ccc(F)c(F)c1F	9	u	4%	76%[activator]	0%	-3%	5%
CN(C)C(CNC(=O)c1coc2ccccc2c1=O)c1ccccc1 (stereo not drawn)	21	1%	-1%	38%[activator]	-4%	-6%	14%
CCN(CC)S(=O)(=O)c1ccc(/C=C/C(=O)OCC(=O)NC(=O)C2COc3ccccc3O2)cc1 (stereo not drawn)	80	2%	x	16%	4%	x	-4%
CCCCN(CCCC)c1nc(OC)nc(-n2nnc(C(C)=O)c2C)n1	-18	-18%	1%	15%	-7%	-15%	85%[activator]
CC(=O)c1ccc(N=Cc2c(O)n(-c3cc(Cl)ccc3N3CCOCC3)c(=O)c3ccccc23)cc1	-8	14%	0%	-10%	-9%	-12%	58%
Cc1cc([N+](=O)[O-])nn1CC(=O)N(C)C1CCCCC1	-19	14%	9%	-13%	1%	-7%	-1%
Cc1ccccc1-c1nc(CS(=O)(=O)CC(=O)Nc2cc(F)ccc2F)c(C)o1	6	u	0%	0%	-4%	u	-5%
CC(=O)N1CCOc2ccc(S(=O)(=O)N3CCC(C(=O)NCc4ccc(Cl)cc4)CC3)cc21	-15	x	x	4%	-12%	x	x
Cc1ccc(N(C)S(=O)(=O)c2ccc3[nH]cc(C(=O)O)c(=O)c3c2)cc1C	100	x	x	x	-16%	4%	x
CN(CC(=O)Nc1ccc(Cl)c(C(F)(F)F)c1)C(=O)C1CCN(C(=O)c2ccc(Cl)cc2)CC1	-1	11µM*	x	-4%	2%	x	x
C=CCOc1ccc(CNCc2cccnc2)cc1OCC	44	-16%	-2%	-2%	-3%	-5%	-14%
Cc1c(Cl)cccc1NC(=O)c1cc(C2CC2)on1	-11	-12%	7%	5%	4%	u	-20%
COc1ccc(-c2cc(C(F)(F)F)nc(SCC(=O)N3CCC(C)CC3)n2)cc1	-3	x	x	x	1%	23%	x
Cc1cccc(N(Cc2ccccc2)C(=O)CN2C(=O)NC3(CCCC3)C2=O)c1	u	-10%	x	0%	0%	0%	42%
COCCn1c(SCC(=O)NCc2ccco2)nnc1-c1c[nH]c2ccccc12	-8	-2%	-9%	0%	2%	u	-89%

Four of these compounds in another layout.
Structure: CCN(CC)S(=O)(=O)c1ccc(/C=C/C(=O)OCC(=O)NC(=O)C2COc3ccccc3O2)cc1 (stereo not drawn)
  HCMV inh: 80	HCV inh: 2%	LmPK inh: x	AMA1-RON2 inh: 16%	TbPYK inhibitor: 4%	AmpC inh detg: x	AmpC inh no detg: -4%

Structure: Cc1cccc(N(Cc2ccccc2)C(=O)CN2C(=O)NC3(CCCC3)C2=O)c1
  HCMV inh: u	HCV inh: -10%	LmPK inh: x	AMA1-RON2 inh: 0%	TbPYK inhibitor: 0%	AmpC inh detg: 0%	AmpC inh no detg: 42%

Structure: CC(=O)c1ccc(N=Cc2c(O)n(-c3cc(Cl)ccc3N3CCOCC3)c(=O)c3ccccc23)cc1
  HCMV inh: -8	HCV inh: 14%	LmPK inh: 0%	AMA1-RON2 inh: -10%	TbPYK inhibitor: -9%	AmpC inh detg: -12%	AmpC inh no detg: 58%

Structure: Cc1c(Cl)cccc1NC(=O)c1cc(C2CC2)on1
  HCMV inh: -11	HCV inh: -12%	LmPK inh: 7%	AMA1-RON2 inh: 5%	TbPYK inhibitor: 4%	AmpC inh detg: u	AmpC inh no detg: -20%

Going on with the list:
canonical_smiles	HCMV inh	HCV inh	LmPK inh	AMA1-RON2 inh	TbPYK inhibitor	AmpC inh detg	AmpC inh no detg
COc1ccc2c(c1)nc(SCC(C)O)n2C (stereo not drawn)	51	4%	-1%	2%	2%	-14%	-3%
Cc1ccc(NCCC(=O)c2cccs2)cc1Cl	65	-11%	6%	-7%	-10%	-4%	-17%
COc1ccc(C(=O)Nc2ccc(Cl)c(S(=O)(=O)Nc3ccccc3OC)c2)cc1	-93*	u	-2%	-7%	-7%	-2%	-5%
Brc1ccc2ncc3ccccc3c2c1	u	u	x	-5%	0%	x	x
O=C(CNc1ccccc1)N/N=C/c1ccc2c(c1)OCCO2	-18	38%[activator]	-3%	-6%	4%	-14%	-28%
CC(=O)c1ccc(N2CCN(C(=O)C3CCN(S(=O)(=O)c4c(C)noc4/C=C/c4ccccc4F)CC3)CC2)cc1	0	x	x	x	-3%	1%	x
Cc1ccc(-c2ccc(/C=N/n3cnnc3)o2)cc1	-32	16%	1%	10%	-2%	8%	3%
O=C(COC(=O)C1(c2ccc(Cl)cc2)CCCC1)N1CCc2ccccc21	-37	2%	3%	-4%[11.6 µM]	-2%	-2%	-51%
O=C1c2ccccc2NC(c2cccc([N+](=O)[O-])c2)N1CCc1ccccc1 (stereo not drawn)	49	-8%	1%	-14%	-3%	-4%	-37%
Cc1c(NC(=O)/C(C#N)=C\c2cccs2)c(=O)n(-c2ccccc2)n1C	-18	4%	-7%	12%	3%	1%	-20%
Cc1ccc(C(=O)OCC(=O)c2c(N)n(C)c(=O)n(C)c2=O)cc1S(=O)(=O)N1CCCCC1	30	-10%	2%	2%	0%	u	32%
CN(Cc1nc2ccccc2[nH]1)C(=O)C1CCC(=O)N(C2CCCC2)C1 (stereo not drawn)	16	x	-1%	-8%	-5%	-1%	-1%
O=C(CSc1nc(NS(=O)(=O)c2ccccc2)cc(=O)[nH]1)Nc1ccc(F)cc1	86	7%	7%	-17%	4%	u	-37%
CC1CCCN(c2ccc(/C=C(\C#N)c3nn(-c4ccccc4)c(N)c3C#N)cc2[N+](=O)[O-])C1 (stereo not drawn)	-27	u	1%	-9%	2%	u	-29%
O=C(COc1cc2oc(=O)cc(-c3ccccc3)c2cc1Cl)NCc1ccccn1	-40	u	7%	1%	4%	-14%	109%[activator]
CC(C)CC1(C)CNC(=O)NC1	-1	17%	x	-6%	0%	x	x
CCCNc1nc(C)cc(-c2cc(C(=O)NC3CCCC3)on2)n1	-12	-11%	0%	18%	6%	3%	-17%
CNC(=O)c1cc2c(ccc3ccccc32)oc1=N	x	3%	1%	x	x	-7%	-12%
CCN(CC)c1ccc(/C=N/Nc2cccc(C)c2)c(O)c1	23	-6%	4%	u	1%	-5%	-35%
Cc1ccc(S(=O)(=O)NC2CCCC(C(=O)O)C2)cc1 (stereo not drawn)	42	3%	3%	7%	-6%	-7%	-6%
O=C1CN(C(=O)COC(=O)CCC(=O)c2ccc(F)cc2)c2ccccc2N1	-10	12%	x	-5%	3%	x	-17%
C#CCOCCOCCOCCNc1nc(N2CCN(C(=O)[C@H](CCC(=O)O)n3cc(C(N)Cc4ccc(O)cc4)nn3)CC2)nc(N2CCN(C(=O)[C@H](CCCCN)n3cc(C(N)[C@H](C)CC)nn3)CC2)n1 (stereo partly drawn)	x	x	-5%	x	x	-4%	165%[activator]
O=C(Cn1cnc2cc([N+](=O)[O-])ccc2c1=O)NCc1ccc(Cl)cc1	-17	-22%	0%	20%	-1%	-7%	-24%
O=C(O)CSc1nnc(NC(=O)CN2CCOCC2)s1	-4	13%	-1%	8%	1%	0%	0%
COc1ccc(-c2noc(CN(C(=O)c3ccoc3C)C(C)C)n2)cc1	11	-11%	-2%	0%	1%	-6%	58%
Cc1ccc(S(=O)(=O)N(C)C)cc1NC(=O)c1cncc(Br)c1	u	u	0%	-13%	-2%	-16%	-21%
O=C1CSc2ccc(S(=O)(=O)CCC(=O)NC3CCCCC3)cc2N1	0	13%	-1%	4%	-3%	2%	-19%
